High-throughput results from PubChem BioAssay.
IL1B secr inh = qHTS for Inhibitors of Inflammasome Signaling: IL-1-beta AlphaLISA Primary Screen; THP-1 LPS/ATP IL-1B secretion, AlphaLISA, 16 h; stronger effect = lower value; activity change, % at 57.5 µM; hit rate 4.7% among 360,000; AID 743279, 2014; in the data active = activity change below about -50%; inconclusive = mostly about -30% to -49%; note: % is set by controls: 0 for no effect and ±100 for the full control effect
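Secreted IL-1B measured by AlphaLISA bead assay after 16 h compound exposure of THP-1 cells; compounds (final up to 57.5 uM) added 1 h before LPS (250 ng/mL) and ATP (1.25 mM) stimulation; lower signal means less secretion.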
HepG2 tox = qHTS for Inhibitors of TGF-b: Cytotox Counterscreen | HepG2 CAGA-GFP viability, ATP luminescence, 18 h | Potency, µM (series often up to 46.1 µM), for inactives: at the highest dose activity change, negative = cytotoxicity, most hits filed as cytotoxic | hit rate 0.76% among 410,000; note: potency is the fitted concentration of half-maximal effect; some results filed as inactive show a strong effect at the top dose
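HepG2 CAGA-GFP cells (1000/well, DMEM with 1% FBS) received compound, then TGF-beta at 500 pg/mL final, and were incubated 18 hours at 37 degrees C. Viability was read by CellTiter-Glo luminescence. Media-only wells were set as complete cell-killing and DMSO as no toxicity.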
S2 tox = Viability Counterscreen for Primary qHTS for Inhibitors of ATXN expression | S2 cells (HEK-293 line with an ATXN2-luciferase reporter) viability, CellTiter-Fluor protease fluorescence, 24 h | Potency, µM (series often up to 56.7 µM), hits mostly cytotoxic | hit rate 0.49% among 400,000; note: potency is the fitted concentration of half-maximal effect; nearly all actives have a fitted effect of over 40% in size
ATXN2 expr inh = Primary qHTS for Inhibitors of ATXN expression. hit rate 0.72% among 360,000. AID 1745845, 2022. Potency, µM (titrated, usually from 57 µM), without a hit: at the top dose activity change, negative = inhibition, most hits filed as inhibitors. HEK-293 ATXN2-luciferase reporter, luminescence, 24 h; note: potency is the fitted concentration of half-maximal effect; % is set by controls: 0 for no effect and ±100 for the full control effect; nearly all actives have a fitted effect of over 55% in size
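qHTS (up to 57 uM final) was run with 24 h compound exposure of reporter cells at 37 °C. Each well was multiplexed: SteadyGlo luminescence measured ATXN2-luciferase expression after a fluorogenic Gly-Phe-AFC viability readout (25 uM final).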
Nrf2 ARE act = qHTS of Nrf2 Activators; AREc32 ARE-luciferase reporter (MCF7-derived line), luminescence, 24 h; Potency, µM (series often up to 46.1 µM), for inactives: top-dose activation, usual class: activators; hit rate 0.31% among 410,000; AID 624171, 2012; note: potency is the fitted concentration of half-maximal effect; % of control where 0% means no effect; nearly all actives have a fitted effect of over 65% in size
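For detection, Steady-Glo was added and plates sat 30 min at RT; before that, AREc32_Fluc cells grown overnight in OPTI-MEM/5% FBS had been treated with 23 nL compound for 24 hr at 37 deg C.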
TGFb SMAD3 inh = qHTS for Inhibitors of TGF-b | HepG2 CAGA-GFP TGF-b/SMAD3 reporter, GFP fluorescence, 18 h; TGF-beta stimulated, 500 pg/mL final | Potency, µM (series often up to 46.1 µM), without a hit: at the highest dose activity, negative = inhibition, most hits filed as inhibitors | hit rate 1.2% among 410,000 | AID 588855, 2011; note: potency is the fitted concentration of half-maximal effect; % is set by controls: 0 for no effect and ±100 for the full control effect; nearly all actives have a fitted effect of over 65% in size
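Smad-responsive CAGA-GFP expression was quantified in HEPG2 cells exposed to compounds and 500 pg/mL final TGF-beta for 18 h at 37 degrees C; unstimulated wells defined full inhibition.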
Nrf2 inh = Nrf2 qHTS screen for inhibitors; Potency, µM (series often up to 46 µM), without a hit: at the top dose activity change, negative = inhibition, actives largely listed as inhibitors; A549 ARE-Fluc reporter, luciferase luminescence, 18-24 h; hit rate 2.1% among 360,000; note: potency is the fitted concentration of half-maximal effect; % is set by controls: 0 for no effect and ±100 for the full control effect; nearly all actives have a fitted effect of over 60% in size
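Nrf2 activity is the BugLite luminescence, read 15 min after reagent at room temperature, following CellTiter-Fluor cytotoxicity readout (30 min, 37C). Compound titrations were applied for 18-24 h to 5000 A549 ARE_Fluc cells/well in 5% FBS OPTI-MEM.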
MCF10A rereplic = A quantitative high throughput screen for small molecules that induce DNA re-replication in MCF 10a normal breast cells; Potency, µM (highest dose often 46.1 µM), for the others: at the top dose activity, positive = re-replication, most hits filed as activators; MCF 10A DNA re-replication, Hoechst nuclear intensity, 48 h; AID 624296, 2012; hit rate 2.9% among 350,000; note: potency is the fitted concentration of half-maximal effect; % of control where 0% means no effect; nearly all actives have a fitted effect of over 50% in size
A549 viability = Nrf2 qHTS screen for inhibitors: counterscreen for cytotoxicity; A549 ARE-Fluc cells, CellTiter-Fluor viability, 18-24 h; Potency, µM (highest dose often 46 µM), for the others: at the top dose activity change, negative = cytotoxicity, usual class: inhibitors; hit rate 0.16% among 390,000; AID 504648, 2011; note: potency is the fitted concentration of half-maximal effect; % is set by controls: 0 for no effect and ±100 for the full control effect
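Cytotoxicity counterscreen: CellTiter-Fluor fluorescence was measured in A549 ARE_Fluc cells after 18-24 h of compound exposure in a concentration series. The subsequent BugLite luminescent read reports ARE-luciferase activity.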
* marks the source's active call; other numbers are inactive results; i = inactive; u = inconclusive; x = not tested or not shown; [ ] = remark or other dose. Unless noted, calls come from the whole dose curve; as a rule, active = well fitted curve in the direction sought with a large enough effect; inconclusive = small, poorly fitted or top-dose-only effect, or another doubt; inactive = no such curve, though single readings can be large; an effect the other way counts as inactive or inconclusive.

Results follow in this order: Nrf2 ARE act	IL1B secr inh	A549 viability	S2 tox	HepG2 tox	ATXN2 expr inh	MCF10A rereplic	TGFb SMAD3 inh	Nrf2 inh
- Cc1cc([N+](=O)[O-])nn1CCC(=O)NC1CCCCCC1
    -0.2%	7	12%	i	4%	5%	18%	-2%	3%
- CCn1c(=O)c2ccccc2n(Cc2ccc([N+](=O)[O-])cc2)c1=O
    0.3%	11	7%	i	-2%	-10%	-7%	12%	-39%
- Cc1ccc(C)c(C(=O)CN2C(=O)c3ccccc3S2(=O)=O)c1
    -1.4%	14	-2%	i	4%	-7%	u	0%	u
- COc1ccc(Nc2ncnc3c2c(C)c(C)n3CCCN(C)C)cc1
    3.8%	-10	3%	i	-2%	29%	8%	69%[activator]	u
- CCN(C[C@H]1N[C@@](C)(C(=O)OC)[C@H]2C(=O)N(C)C(=O)[C@@H]12)C(=O)Nc1ccc(Cl)cc1
    0.1%	19	1%	i	7%	12%	-14%	-20%	1%
- O=C(c1ccc(Cl)cc1)c1ccccc1C(=O)N1CCOCC1
    -0.5%	8	-1%	i	4%	-20%	-12%	2%	4%
- O=C(Nc1ccccc1N1CCOCC1)c1cccc(Oc2ccccc2)c1
    -0.4%	u	4%	u	-3%	0%	2%	-20%	-30%
- CCN(CC)CCn1c(NC(=O)c2ccc(Cl)cc2)nc2ccccc21
    3.2%	24	3%	u	-3%	-31%	u	-15%	3%
- Cc1ccc(Nc2nc3c(c(=O)[nH]2)CCCC3)cc1
    2.5%	46	-4%	i	4%	25%	1%	-9%	37%
- Cc1ccc(/C=C/C(=O)N2CCCN(C(=O)/C=C/c3ccc(C)cc3)CC2)cc1
    3.1%	-17	-5%	i	0%	-5%	u	-18%	-11%
- CSCCCNC(=S)Nc1ccc(N2CCOCC2)cc1N1CCOCC1
    -0.1%	5	0%	i	6%	6%	u	4%	15%
- CS(=O)(=O)N(CC(=O)O)Cc1cccc(CN(CC(=O)O)S(C)(=O)=O)c1
    -0.5%	-2	0%	i	-5%	-8%	1%	-2%	1%
- COc1cc(CNCc2c(C(=O)O)c(C)n(Cc3cccc(Cl)c3)c2C)cc(OC)c1OC
    3.4%	x	-5%	i	-26%	-1%	x	7%	3%
- Cc1cnc(C)c(N2CCN(Cc3cn(C)nc3-c3cccc(Cl)c3)CC2)n1
    -0.3%	-4	-4%	i	-29%	-19%	3%	-13%	4%
- CCOC(=O)C1=C(C)N(c2ccccc2)C(=O)/C1=C\c1ccc(O)c(OC)c1
    u	-30	1%	i	5%	-14%	u	5%	-14%
- CCc1ccc(OCC(=O)O/N=C(\N)c2cccnc2)cc1
    5.5%	-5	1%	i	3%	12%	5%	-16%	16%
- O=C1NC(c2ccncc2)Nc2sc3c(c21)CCCC3 (stereo not given)
    2.9%	-5	1%	i	5%	10%	11%	1%	3%
- COc1cccc(N2[C@@H](CC(=O)O)c3cc(C(F)(F)F)ccc3S2(=O)=O)c1
    -0.6%	-3	11%	i	5%	-3%	-14%	u	3%
- COCOc1ccc(-c2cc(=O)c3c(O)cc(OCOC)cc3o2)cc1
    9.3%	41	7%	i	-25%	5%	-34%[inhibitor]	6%	3%
- COCCN=C1NC(=O)C(CC(=O)Nc2cccc(Cl)c2C)S1 (stereo not given)
    -0.1%	-14	2%	i	2%	-23%	-3%	-1%	-14%

Two entries from above in another layout:
compound	Nrf2 ARE act	IL1B secr inh	A549 viability	S2 tox	HepG2 tox	ATXN2 expr inh	MCF10A rereplic	TGFb SMAD3 inh	Nrf2 inh
Cc1ccc(C)c(C(=O)CN2C(=O)c3ccccc3S2(=O)=O)c1	-1.4%	14	-2%	i	4%	-7%	u	0%	u
COc1ccc(Nc2ncnc3c2c(C)c(C)n3CCCN(C)C)cc1	3.8%	-10	3%	i	-2%	29%	8%	69%[activator]	u

(listing goes on)
Results follow in this order: Nrf2 ARE act	IL1B secr inh	A549 viability	S2 tox	HepG2 tox	ATXN2 expr inh	MCF10A rereplic	TGFb SMAD3 inh	Nrf2 inh
- CCOC(=O)Cc1cc(=O)n2[nH]c(C)cc2n1
    -0.5%	13	-4%	i	-4%	2%	u	-9%	-18%
- CCOc1ccc(OCC)c(NC(=O)c2nnn(Cc3cc(Br)ccc3OC)c2N)c1
    0.5%	x	1%	u	2%	-33%	x	-2%	-6%
- CCc1n[nH]c(=S)n1N=C1CCC(C)CC1 (stereo not given)
    0.3%	16	9%	i	1%	x	-7%	-4%	4%
- COc1ccccc1-c1c(NC(=O)C(C)C)n(C)c2ccccc2c1=O
    0.2%	13	2%	i	-6%	-14%	-8%	5%	-1%
- Nn1cnnc1N/N=C/c1ccc(Cl)cc1Cl
    -2.6%	-5	2%	i	-102%	-14%	13%	u	-4%
- NS(=O)(=O)c1ccc(NC(=S)N2CCN(C(=O)C3CCCO3)CC2)cc1 (stereo not given)
    -0.2%	24	-4%	i	-1%	-1%	-16%	0%	9%
- CC(=O)N1N=C(c2ccco2)CC1c1cc2cc(C)ccc2nc1Cl (stereo not given)
    -0.1%	-5	3%	i	-19%	-8%	24%	6%	-5%
- CCSc1nc(O)c(CC)c(=O)n1C(C)CC (stereo not given)
    -0.5%	25	-6%	i	15%	6%	-3%	1%	0%
- Oc1ccc(/C=N/Nc2nccnc2Cl)cc1
    6.4%	0	0%	i	-78%	22%	13%	0%	u
- N#Cc1ccccc1OCC(=O)C1CC1
    -0.4%	-6	4%	i	-134%	8%	1%	0%	-4%
- CN1CCC(CN)(N2CCN(c3ccccc3)CC2)CC1
    3.9%	-25	0%	i	-25%	x	1%	-4%	4%
- O=c1c2ccccc2c2ccccc2c(=O)n1Cc1cccnc1
    2.1%	0	-3%	i	-36%	-2%	u	-6%	-22%
- CN(Cc1ccccc1)C(=O)c1ncn(Cc2ccccc2)c1C(=O)N(C)Cc1ccccc1
    -1.4%	-3	-4%	i	-13%	-1%	24%	-5%	14%
- COc1ccc(C(=O)NC2CCCc3ccccc32)c(OC)c1OC (stereo not given)
    0.0%	13	-17%	i	-33%	-21%	0%	0%	u
- OCCCC1CCCN(Cc2cn[nH]c2-c2ccc(F)cc2F)C1 (stereo not given)
    -0.3%	-17	10%	i	-49%	-38%	-4%	8%	16%
- CSc1nnc2c3c4c(sc3nc(-n3nc(C)cc3C)n12)COC(C)(C)C4
    0.0%	5	-7%	i	12%	-2%	-16%	0%	17%
- Cc1ccc(-c2nc3ccc(Cl)cc3n2OC(C)C(=O)O)cc1 (stereo not given)
    0.0%	0	-15%	i	-2%	70%[activator]	1%	9%	9%
- O=C(Nc1ccc(C(=O)O)cc1)/C(=C\c1ccc([N+](=O)[O-])cc1)NC(=O)c1ccco1
    -1.2%	-5	x	u	0%	x	x	-2%	x
- c1ccc2c(c1)Cn1nnnc1-2
    -0.7%	24	3%	i	-6%	-3%	-3%	-10%	x
- O=C(c1csc2ccccc12)N1CCCCCC1
    0.2%	3	3%	u	1%	0%	0%	-10%	13%
- CCOc1cccc(-c2nc3c(s2)CCc2onc(-c4cccc([N+](=O)[O-])c4)c2-3)c1
    -0.3%	-8	-7%	i	-2%	3%	12%	5%	3%
- COC(=O)C1CCN(S(=O)(=O)Cc2ccccc2Cl)CC1
    -0.6%	2	0%	u	19%	-47%	-12%	1%	1%
- O=C(c1ccccc1Cl)N(Cc1ccccc1F)N1C(=O)CCCC1=O
    -0.5%	-6	0%	i	2%	-24%	3%	3%	14%

For convenience, part of the list above.
Results follow in this order: Nrf2 ARE act	IL1B secr inh	A549 viability	S2 tox	HepG2 tox	ATXN2 expr inh	MCF10A rereplic	TGFb SMAD3 inh	Nrf2 inh
- CCOc1cccc(-c2nc3c(s2)CCc2onc(-c4cccc([N+](=O)[O-])c4)c2-3)c1
    -0.3%	-8	-7%	i	-2%	3%	12%	5%	3%
- COC(=O)C1CCN(S(=O)(=O)Cc2ccccc2Cl)CC1
    -0.6%	2	0%	u	19%	-47%	-12%	1%	1%
- O=C(c1ccccc1Cl)N(Cc1ccccc1F)N1C(=O)CCCC1=O
    -0.5%	-6	0%	i	2%	-24%	3%	3%	14%

Exported as labelled records: part of the list above
SMILES: CS(=O)(=O)N(CC(=O)O)Cc1cccc(CN(CC(=O)O)S(C)(=O)=O)c1
- Nrf2 ARE act = -0.5%
- IL1B secr inh = -2
- A549 viability = 0%
- S2 tox = i
- HepG2 tox = -5%
- ATXN2 expr inh = -8%
- MCF10A rereplic = 1%
- TGFb SMAD3 inh = -2%
- Nrf2 inh = 1%
SMILES: COc1cc(CNCc2c(C(=O)O)c(C)n(Cc3cccc(Cl)c3)c2C)cc(OC)c1OC
- Nrf2 ARE act = 3.4%
- IL1B secr inh = x
- A549 viability = -5%
- S2 tox = i
- HepG2 tox = -26%
- ATXN2 expr inh = -1%
- MCF10A rereplic = x
- TGFb SMAD3 inh = 7%
- Nrf2 inh = 3%

Limited to A549 viability, HepG2 tox and IL1B secr inh (three entries from above):
| Structure | A549 viability | HepG2 tox | IL1B secr inh |
| --- | --- | --- | --- |
| CCSc1nc(O)c(CC)c(=O)n1C(C)CC (stereo not given) | -6% | 15% | 25 |
| Oc1ccc(/C=N/Nc2nccnc2Cl)cc1 | 0% | -78% | 0 |
| N#Cc1ccccc1OCC(=O)C1CC1 | 4% | -134% | -6 |
